VEEV TC-83 Vero – inhibitors of VEEV TC-83 cytopathic effect, confirmation, Vero cells (AID 588727); 350,000 compounds, 0.13% hits; one-dose inhibition, % at 20 µM; IC50 in µM for titrated hits; Vero cells, VEEV TC-83 cytopathic effect inhibition; higher % means a stronger effect; in the data active means a potency from the dose series; inconclusive means inhibition mostly from about 14% at the one dose, without a potency; inactive means the rest, 99 in 100 with inhibition below about 12%; further: strong numbers were not always called active
PhoP GFP inhibition – PhoP regulon inhibitors, Salmonella typhi PhoP promoter GFP reporter, confirmatory (AID 1850) | Salmonella Typhi PhoP-promoter GFP reporter, fluorescence, 4 h; higher % means a stronger effect | inhibition, % at 50 µM; hits with a dose series show IC50 in µM | 310,000 compounds, 0.33% hits; in the data active means a potency from the dose series; inconclusive means inhibition mostly from about 25% at the one dose, without a potency; inactive means the rest, 99 in 100 with inhibition below about 19%;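 further: 0% = induced wells with vehicle and 100% = uninduced wells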
M. tuberculosis HTS – M. tuberculosis growth inhibition, HTS (AID 449762); M. tuberculosis H37Rv growth inhibition, 7H9 media; higher % means a stronger effect; inhibition, % at 25 µM; hits with a dose series show IC50 in µM; 330,000 compounds, 0.59% hits; in the data active means a potency from the dose series; inconclusive means inhibition above about 70% without an active follow-up result;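 further: bacterial growth assessed after seven days of incubation; strong numbers were not always called active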
M. tuberculosis – growth inhibition of non-replicating M. tuberculosis (AID 488890) | Mycobacterium tuberculosis non-replicating, growth inhibition; higher % means a stronger effect | inhibition, % at 25 µM, or IC50 in µM where a hit was titrated | 320,000 compounds, 0.39% hits; in the data active means a potency from the dose series; inconclusive means inhibition mostly from about 82% at the one dose, without a potency; inactive means the rest, 99 in 100 with inhibition below about 76%;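 further: plate controls were DMSO cells for no effect and high antibiotic wells for full effect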
H1N1 NS1A inhibition – H1N1 influenza NS1A inhibitors, functional cell based assay (AID 504329); 340,000 compounds, 0.3% hits; one-dose inhibition, % at 12.5 µM; IC50 in µM for titrated hits; NS1A functional cell-based assay, percent inhibition; higher % means a stronger effect; in the data active means a potency from the dose series; inconclusive means inhibition above about 27% without an active follow-up result; further: strong numbers were not always called active
VEEV TC-83 Vero 10K pilot screen – also measured in VEEV TC-83 Vero; calls as there; inhibition, %; measured here: 10K pilot screen inhibition
* marks the source's active call; other numbers are inactive results; i = inactive; u = inconclusive; x = not tested or not shown. Hits appear at their usual frequency. About 1.6% of those tested had a hit in this group.

SMILES	VEEV TC-83 Vero	PhoP GFP inhibition	M. tuberculosis HTS	M. tuberculosis	H1N1 NS1A inhibition	others
CCCCN(CCCC)C(=O)c1cc2ccccc2c(=O)o1	i	-1%	9%	14%	2%
COC(=O)CNC(=O)c1ccccc1C	1.7%	7%	-5%	-7%	20%	VEEV TC-83 Vero 10K pilot screen=0.6
NC(=O)c1ccccc1NS(=O)(=O)c1ccccc1	i	-11%	-2%	23%	-22%
COCc1c(N)c(C)nc(Cl)c1C#N	0.5%	14%	-2%	-13%	-16%
CC(C)c1ccc(O)c(NC(=O)c2ncn[nH]2)c1	3.2%	7%	56%	2%	1%
O=C(/C=C/c1ccc(O)c(O)c1)OC(Cc1ccc(O)c(O)c1)C(=O)O (centres undefined)	i	13%	-4%	1%	5%
CCOCCN1CCN(c2c3c(nc4cc(-c5ccc(F)cc5)nn24)CCC3)CC1	0.8%	x	x	x	1%
COc1ccc(N(C(C)C(=O)Nc2cccnc2)S(C)(=O)=O)cc1 (centres undefined)	0.2%	-12%	3%	-15%	0%
CCOc1ccc(S(=O)(=O)N2CCCCC2)cc1NC(=O)CN1C(=O)NC(C)(C2CC2)C1=O (centres undefined)	4.4%	x	-6%	29%	-2%
Cc1ccn2c(=O)c(NC(=O)c3ccc(Br)o3)c(C)nc2c1	3.9%	3%	-2%	-14%	-4%
Cc1noc(C)c1COc1cccc(C(=O)N(C)Cc2cccs2)c1	3.4%	x	-9%	9%	2%
COc1ccc(S(=O)(=O)N2CCOCC2)cc1NC(=O)C1CCN(S(=O)(=O)c2ccc(Cl)cc2)CC1	2.7%	x	x	x	0%
Cc1ccc(S(=O)(=O)N2CCCCC2)cc1NC(=O)CSc1ccc2c(c1)OCCO2	1.4%	4%	4%	51%	7%
CC(C)C(NC(=O)Cc1ccccc1[N+](=O)[O-])C(C)C	i	-22%	-2%	-1%	-6%
COC(=O)Sc1nnc(-c2ccc(Br)cc2)o1	x	-8%	3%	u	x
CCCCn1c(-c2ccco2)nc2oc3ccccc3c(=O)c2c1=O	13%	-3%	-4%	22%	-4%
COc1ccc(CCNc2nc(-c3ccc(NC(C)=O)cc3)cs2)cc1OC	7.0%	8%	-2%	17%	-1%
CCOC(=O)Cc1[nH]nc2c1C(c1ccsc1)C(C#N)=C(N)O2 (centres undefined)	1.9%	-6%	8%	-2%	0%
COc1cc(/C=C2/C(=N)N3C(=NC2=O)SN=C3S(C)(=O)=O)ccc1OS(=O)(=O)c1ccccc1	x	7%	1%	12%	x
COC(=O)c1ccc2c(=O)n(CCN3CCOCC3)c(=S)[nH]c2c1	0.9%	9%	11%	38%	1%
COc1ccc(-c2ccc(SCC(=O)N3CCCC3)nn2)cc1OC	4.9%	2%	-2%	-3%	1%	VEEV TC-83 Vero 10K pilot screen=1.8
O=C1CC(c2ccc3c(c2)OCO3)CN1 (centres undefined)	1.9%	7%	2%	7%	-2%	VEEV TC-83 Vero 10K pilot screen=0.3
COc1ccccc1OCC(=O)N/N=C/C=C/c1ccc([N+](=O)[O-])o1	1.2%	12%	u	2.8µM*	-1%
CC(C)(C)OC(=O)NCCCCCc1nnc(SCc2ccccc2F)o1	i	2%	u	50%	2%
CCc1ccc(NC(=O)Cn2cnc3sc(C)c(S(=O)(=O)N4CCOCC4)c3c2=O)cc1	1.5%	2%	2%	-7%	-6%
COC(=O)c1cc(C)sc1NC(=O)CN1CCN(C(=O)C2CCCO2)CC1 (centres undefined)	7.7%	0%	-4%	-7%	-7%
Cc1ccc2cc(C)c3nnc(SCC(=O)N4CCN(C(=O)c5ccco5)CC4)n3c2c1	0.6%	16%	-3%	-4%	-5%
CN(c1ccccc1)S(=O)(=O)c1cccc(C(=O)OCC(=O)NCCCN2CCCC2=O)c1	i	-5%	-6%	-5%	0%
CCC(C)NC(=O)c1ccc(COc2ccccc2Cl)cc1 (centres undefined)	1.2%	-6%	2%	25%	-2%	VEEV TC-83 Vero 10K pilot screen=1.6
CC(=O)Nc1ccc(Nc2nc(-c3c(C)nc4ccccn34)cs2)cc1	11%	-5%	4%	8%	x
Cc1ccc(C2C=C(c3ccc4c(c3)OCO4)Nc3ncnn32)cc1 (centres undefined)	5.1%	-6%	16%	-5%	-13%
O=C1NC2(CCCCC2)Cc2ccccc21	0.8%	-16%	-5%	-2%	2%
C[C@@H](c1ccccc1)N1Cc2ccccc2Oc2cc(Br)ccc2S1(=O)=O	1.2%	x	x	x	4%
COc1ccc(C(=O)NCCC2=CCCCC2)cc1S(=O)(=O)N1CCOCC1	1.9%	0%	0%	-8%	0%
COc1cc(Cl)ccc1OCc1cc(C(=O)NC(C)Cc2cccnc2)no1 (centres undefined)	7.1%	-3%	-3%	9%	19%
COc1ccccc1C=NNC(=O)c1ccncc1	i	x	x	x	-14%
C/C(CC(=O)NCc1ccc(Cl)cc1)=N\NC(=O)Cc1ccccc1	1.9%	0%	-3%	2%	-3%
O=C(Nc1ccc2c(c1)OCO2)C(c1ccc(Cl)cc1)N1CCC2(CC1)OCCO2 (centres undefined)	1.1%	-6%	9%	32%	7%
Cc1ccc(C(c2c(C)[nH][nH]c2=O)c2c(C)[nH][nH]c2=O)cc1	0.3%	10%	3%	1%	5%
CCc1ccccc1OCC(=O)NCC1COc2ccccc2O1 (centres undefined)	1.2%	x	1%	14%	-59%
COc1cc(CNn2cnnc2)ccc1OCC(=O)NC1CCCCC1	0.3%	-3%	4%	-7%	4%
COc1ccc(N2CCN(C(=O)CSc3ccccc3N)CC2)cc1	0.8%	8%	-2%	44%	3%
COC(=O)c1ccccc1NC(=O)CCS(=O)(=O)c1ccc(Br)s1	0.6%	2%	1%	-1%	8%
CCOC(=O)c1sc(NC(=O)C2CC(=O)N(c3ccc4c(c3)OCCO4)C2)nc1C (centres undefined)	2.8%	x	35%	14%	0%
COc1ccc(CN(C)C(=O)Cc2ccc(S(=O)(=O)N3CCOCC3)s2)cc1OC	0.3%	x	-1%	8%	0%
COc1ccc(-c2cc(C(=O)Nc3ccc(O)cc3)c3ccccc3n2)cc1OC	7.4%	12%	-5%	-11%	-3%
Cc1ccc(N2C(=O)[C@@H]3C(c4ccc(F)cc4)=NO[C@@H]3C2=O)cc1	1.1%	0%	-2%	-8%	-2%
CCCN1Cc2cccc(C(=O)NCCCOC(C)C)c2C1=O	1.5%	-9%	-8%	1%	5%
Nc1ccccc1SCC(=O)Nc1ccc2c(c1)OCO2	8.4%	-1%	-9%	-3%	18%
O=C(CN1CCN(Cc2ccc(Cl)cc2)C1=O)NCCCN1CCN(c2ccc(F)cc2)CC1	i	7%	-3%	29%	13%
CCOc1cc(CNCCN(C)C)c(Cl)cc1OCC(=O)NCCc1ccccc1	2.2%	-13%	1%	-14%	-6%
CCOCCc1nnc(NC(=O)C(C)Oc2ccccc2)s1 (centres undefined)	0.9%	3%	11%	17%	-2%
O=C(c1cccnc1)N1CCN(Cc2ccc3ccccc3c2)CC1	i	-7%	-5%	-4%	-2%
O=C(COC(=O)c1ccc(C(F)(F)F)cc1)NC(=O)NC1CCCC1	1.8%	x	7%	50%	-4%
Cc1ccc(-n2c(=O)[nH]cc(C(=O)Nc3ccc4c(c3)OCCO4)c2=O)cc1C	2.9%	0%	-4%	6%	-4%
O=C(Nc1cc(Cl)ccc1Cl)C1CCCO1 (centres undefined)	i	-6%	4%	1%	5%
CCN1C[C@@H]2[C@@H]3C(=O)N(Cc4ccccc4)C(=O)[C@@H]3[C@](Cc3ccccc3)(C1=O)N2C(=O)c1ccc(C)cc1	i	x	x	x	2%
Cc1cccc(NC(=O)NNS(=O)(=O)c2ccc(F)cc2)c1	3.7%	-2%	1%	27%	-14%
O=C(CN(C(=O)CCC(=O)Nc1nccs1)c1ccccc1F)NCC1CCCO1 (centres undefined)	2.4%	7%	-2%	-17%	-3%
CC1CCN(c2ccc(C(=O)NCc3cccs3)cn2)CC1	0.1%	-5%	4%	14%	-3%
Additional results:
SMILES	VEEV TC-83 Vero	PhoP GFP inhibition	M. tuberculosis HTS	M. tuberculosis	H1N1 NS1A inhibition	others
O=C(Nc1ccnn1C1CCN(Cc2ccc(Cl)cc2)CC1)C1CCCC1	2.3%	-4%	-7%	6%	0%
CC(Cc1ccccc1)C(=O)Nc1ccc(Br)cc1 (centres undefined)	3.5%	3%	9%	u	-3%
Cc1ccc(OCc2ccc(C(=O)Nc3ccc(S(N)(=O)=O)cc3)o2)cc1	0.3%	6%	5%	-3%	3%
COc1ccc(CNC(=O)COC(=O)/C=C/c2cccc(Cl)c2)cc1	0.8%	x	1%	29%	-7%
COc1ccccc1CNC(=O)COC(=O)c1ccccc1-c1ccccc1	8.5%	-1%	1%	25%	7%
Cn1c(SCC(=O)N2CCCCC2)nc2c([nH]c3ccccc32)c1=O	3.4%	x	-9%	-4%	4%
CC(C)(C)N1C(=O)c2ccc(C(=O)Nc3cc(C(=O)O)cc(C(=O)O)c3)cc2C1=O	0.7%	-4%	3%	-1%	-4%
CCOc1ccc(-c2nc(-c3ccccc3)no2)cc1OCC	8.3%	-8%	58%	x	-1%
NC(=O)Nc1cccc2ccccc12	i	3%	5%	-12%	-5%
CCOC(=O)c1cccc(NC(=O)c2c(N)n(C)c(=O)[nH]c2=O)c1	x	-4%	-3%	4%	x
CC(C)(C)/C(O)=C(/C#N)c1nc2ccccc2[nH]1	1.1%	-6%	-1%	2%	-4%
COc1cc(C(=S)N2CCOCC2)ccc1OS(=O)(=O)c1ccc(C)cc1	0.6%	13%	-4%	15%	2%
Cc1ccccc1S(=O)(=O)Cc1ccc(C(=O)NCCCN2CCC(C)CC2)o1	0.7%	6%	-4%	-2%	-5%
O=C(NCCCNC(=O)c1c(Cl)cccc1Cl)c1c(Cl)cccc1Cl	0.2%	2%	-9%	0%	-23%
CC(C)N(Cc1ccccc1)C(=O)COC(=O)c1ccc2c(c1)OCCO2	7.2%	-2%	-1%	2%	12%
O=C(COc1ccc(C(=O)NCCN2CCOCC2)cc1)Nc1cccc(C(F)(F)F)c1	1.2%	11%	-9%	1%	12%
COc1cc(C(=O)N(Cc2ccccc2)c2cccc(C)c2)ccc1OC(F)F	7.7%	-8%	0%	2%	-6%
CCOC(=O)C(Cc1ccc(NC(=O)/C(=C\c2ccccc2)NC(=O)c2ccccc2)cc1)N1C(=O)c2ccccc2C1=O (centres undefined)	12%	13%	37%	21%	-1%
CC1CN(c2oc(COc3ccc(Cl)cc3Cl)nc2C#N)CC(C)O1 (centres undefined)	4.1%	-5%	-2%	7%	3%
CCCC(c1nnnn1CCOC)N1CCN(c2nc3ccccc3s2)CC1 (centres undefined)	3.7%	-7%	6%	17%	-4%

Reprinted from the part before: five compounds, then new ones.
SMILES	VEEV TC-83 Vero	PhoP GFP inhibition	M. tuberculosis HTS	M. tuberculosis	H1N1 NS1A inhibition	others
O=C(COc1ccc(C(=O)NCCN2CCOCC2)cc1)Nc1cccc(C(F)(F)F)c1	1.2%	11%	-9%	1%	12%
COc1cc(C(=O)N(Cc2ccccc2)c2cccc(C)c2)ccc1OC(F)F	7.7%	-8%	0%	2%	-6%
CCOC(=O)C(Cc1ccc(NC(=O)/C(=C\c2ccccc2)NC(=O)c2ccccc2)cc1)N1C(=O)c2ccccc2C1=O (centres undefined)	12%	13%	37%	21%	-1%
CC1CN(c2oc(COc3ccc(Cl)cc3Cl)nc2C#N)CC(C)O1 (centres undefined)	4.1%	-5%	-2%	7%	3%
CCCC(c1nnnn1CCOC)N1CCN(c2nc3ccccc3s2)CC1 (centres undefined)	3.7%	-7%	6%	17%	-4%
CC(=O)Nc1ccc(C(=O)OCC(=O)N2CCN(C(=O)c3ccco3)CC2)cc1	0.8%	x	4%	-10%	-14%
C=CCNC(=O)c1ccc2c(=O)n(Cc3ccccc3OC)c(=S)[nH]c2c1	1.3%	9%	3%	0%	2%
CCOC(=O)c1sc(NC(=O)c2cccc(S(=O)(=O)N3CCN(C)CC3)c2)cc1C	1.4%	5%	u	-7%	4%
CCC(C(=O)NC1CCCC1)N(C(=O)Cn1nnc(-c2ccc(C)o2)n1)c1ccc(F)cc1 (centres undefined)	0.9%	x	x	x	1%
Cc1cnc(C(=O)OCC(=O)Nc2cc(S(=O)(=O)N3CCCCC3)ccc2Cl)cn1	0.5%	-5%	-2%	11%	7%
CCCNC(=O)CCCN1C(=O)c2ccccc2Sc2ncccc21	0.1%	-1%	6%	-9%	-11%
O=C(Nc1ccccc1-c1ccccc1NC(=O)c1ccco1)c1ccco1	8.2%	1%	1%	-10%	-20%
